HT1080-NT tox: qHTS for induction of synthetic lethality in tumor cells producing 2HG: qHTS for the HT-1080-NT fibrosarcoma cell line. HT-1080-NT fibrosarcoma viability, CellTiter-Glo ATP luminescence, 48 h. Potency, µM (top dose mostly 46.1 µM), inactives show at the highest dose activity, negative = less viability, most hits filed as cytotoxic. 360,000 tested, 1.6% active;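 further: NT is the 2HG producing partner of a matched IDH1 knockdown line; potency means the concentration at half of the fitted maximal effect; 0% = DMSO-treated cells and -100% = media-only wells without cells; nearly all actives have a fitted effect of over 55% in size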
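Read-out is CellTiter-Glo luminescence after 10 minutes at room temperature, following 48 hours' compound treatment of HT-1080-NT cells (750 cells/well, RPMI, 5% FBS, 37 degrees C).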
MCF10A rereplic: A quantitative high throughput screen for small molecules that induce DNA re-replication in MCF 10a normal breast cells; MCF 10A DNA re-replication, Hoechst nuclear intensity, 48 h; Potency, µM (series often up to 46.1 µM), without a hit: at the highest dose activity, positive = re-replication, hits mostly activators; 350,000 tested, 2.9% active; further: potency means the concentration at half of the fitted maximal effect; % of control where 0% means no effect; nearly all actives have a fitted effect of over 50% in size
SW480 rereplic: A quantitative high throughput screen for small molecules that induce DNA re-replication in SW480 colon adenocarcinoma cells; Potency, µM (top dose mostly 46.1 µM), for the others: at the top dose re-replication activation, hits mostly activators; AID 624297, 2012; 340,000 tested, 1.8% active; SW480 DNA re-replication, Hoechst DNA content imaging, 48 h; further: potency means the concentration at half of the fitted maximal effect; % of control where 0% means no effect; nearly all actives have a fitted effect of over 55% in size
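Image-based read-out: total Hoechst fluorescence of nuclei (405 nm excitation, 500-530 nm emission), with hits raising the fraction of high-intensity nuclei. SW480 colon cells incubated 48 hr with compounds at 37 C.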
KB-3-1 tox: qHTS assay for MDR1-selective chemotherapeutics: Primary screen using the parental adenocarcinoma cell KB-3-1 | KB-3-1 viability, CellTiter-Glo ATP luminescence, 72 h | Potency, µM (titrated, usually from 46.1 µM), inactives show at the highest dose activity change, negative = cytotoxic, usual class: cytotoxic | 400,000 tested, 1.4% active | AID 1347075, 2019; further: potency means the concentration at half of the fitted maximal effect; on the % scale 0 is the no-effect control and ±100 the full control effect; nearly all actives have a fitted effect of over 60% in size
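Cells are dispensed, compounds pinned in, plates held at 37 °C for 72 h, then CellTiter-Glo is added and luminescence read after 10 minutes. Cell line: parental KB-3-1 in phenol-red-free DMEM, 10% FBS.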
HepG2 viability: qHTS for Inhibitors of TGF-b: Cytotox Counterscreen. HepG2 CAGA-GFP viability, ATP luminescence, 18 h. Potency, µM (highest dose often 46.1 µM), inactives show at the highest dose activity change, negative = cytotoxicity, usual class: cytotoxic. AID 588856, 2011. 410,000 tested, 0.76% active; further: potency means the concentration at half of the fitted maximal effect; some results filed as inactive show a strong effect at the top dose
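HepG2 CAGA-GFP cells (1000/well, DMEM with 1% FBS) received compound, then TGF-beta at 500 pg/mL final, and were incubated 18 hours at 37 degrees C. Viability was read by CellTiter-Glo luminescence. Media-only wells were set as complete cell-killing and DMSO as no toxicity.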
S2 tox: Viability Counterscreen for Primary qHTS for Inhibitors of ATXN expression; S2 cells (HEK-293 line with an ATXN2-luciferase reporter) viability, CellTiter-Fluor protease fluorescence, 24 h; AID 651635, 2014; 400,000 tested, 0.49% active; Potency, µM (highest dose often 56.7 µM), hits mostly cytotoxic; further: potency means the concentration at half of the fitted maximal effect; nearly all actives have a fitted effect of over 40% in size
HT1080 IDH1KD tx: qHTS for induction of synthetic lethality in tumor cells producing 2HG: qHTS for the HT-1080-IDH1KD cell line; HT-1080 IDH1 knockdown viability, ATP luminescence, 48 h; 360,000 tested, 2% active; Potency, µM (titrated, usually from 46.1 µM), for the others: at the highest dose activity, negative = toxicity, actives largely listed as cytotoxic; AID 686971, 2013;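 further: potency means the concentration at half of the fitted maximal effect; 0% = DMSO wells and -100% = cell-free medium wells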
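Cytotoxicity counter-line: IDH1KD HT-1080, 48 h, CellTiter-Glo. Curves classed by r2, magnitude and activity.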
IL-1B inflam inh: qHTS for Inhibitors of Inflammasome Signaling: IL-1-beta AlphaLISA Primary Screen. THP-1 LPS/ATP IL-1B secretion, AlphaLISA, 16 h; stronger effect = lower value. activity change, % at 57.5 µM. 360,000 tested, 4.7% active; in the data active means activity change below about -50%; inconclusive means mostly about -30% to -49%; further: on the % scale 0 is the no-effect control and ±100 the full control effect
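Secreted IL-1B measured by AlphaLISA bead assay after 16 h compound exposure of THP-1 cells; compounds (final up to 57.5 uM) added 1 h before LPS (250 ng/mL) and ATP (1.25 mM) stimulation; lower signal means less secretion.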
ATXN2 expr inh: Primary qHTS for Inhibitors of ATXN expression | 360,000 tested, 0.72% active | HEK-293 ATXN2-luciferase reporter, luminescence, 24 h | Potency, µM (titrated, usually from 57 µM), for inactives: top-dose activity change, negative = inhibition, usual class: inhibitors | AID 1745845, 2022; further: potency means the concentration at half of the fitted maximal effect; on the % scale 0 is the no-effect control and ±100 the full control effect; nearly all actives have a fitted effect of over 55% in size
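ATXN2-luciferase reporter cells (luciferase flanked by upstream and downstream ATXN2 gene portions) were treated 24 h at 37 °C with compounds at up to 57 uM. SteadyGlo luminescence gave expression; GF-AFC fluorescence gave viability.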
* marks the source's active call; other numbers are inactive results; i = inactive; ? = inconclusive; · = no result given; & = joins results of further samples; [ ] = another dose, or the depositor's remark. Unless noted, the call rests on the fitted dose curve; in most records, active means well fitted curve in the direction sought with a large enough effect; inconclusive means small, poorly fitted or top-dose-only effect, or another doubt; inactive means no such curve, though single readings can be large; an effect the other way counts as inactive or inconclusive.

nr	Molecule	HT1080-NT tox	MCF10A rereplic	SW480 rereplic	KB-3-1 tox	HepG2 viability
1	O=C(COC(=O)Cc1ccccc1F)NCc1ccc(Cl)cc1	5.7%	1.7%	-12.7%	-4.2%	1.1%
2	O=S(=O)(c1cc(Cl)ccc1Cl)n1ccnc1	10.9%	-2.7%	-7.2%	8.8%	0.6%
3	Cc1ccc(C(=O)NCC(=O)OC(C)C(=O)NC2CCCCC2C)cc1C (configuration not stated)	7.5%	-7.2%	-45.2%[inhibitor]	1.2%	0.5%
4	OCCNc1nc(OCC(F)(F)F)nc(N2CCN(C34CC5CC(CC(C5)C3)C4)CC2)n1	-5.2%	-17.3%	-4.6%[9.22 µM]	3.0%	0.2%
5	O=S(=O)(NC1CCN(Cc2ccccc2)CC1)c1cccc(S(=O)(=O)N2CCOCC2)c1	-6.4%	-0.9%	0.4%	-7.5%	-23.7%
6	O=C(O)CNS(=O)(=O)c1ccc2[nH]c(=O)c(=O)[nH]c2c1	5.0%	-0.8%	-1.6%	-0.2%	0.2%
7	COc1cccc(-n2nc3c(=S)[nH]nc(C)c3c2C)c1	0.7%	-3.8%	0.2%	-2.1%	2.0%
8	CCN(CC)S(=O)(=O)c1cccc(-c2nnc(SCc3nnc(-c4ccccc4)o3)n2C)c1	7.0%	-1.4%	-7.1%	18.1%	2.9%
9	COc1cccc(-n2cc(-c3ccc(F)cc3)[nH]c2=S)c1	2.9%	1.8%	-12.6%	9.1%	-2.9%
10	c1ccn2cc(CSC3=NCCS3)nc2c1	17.3%	-0.7%	-5.0%[9.22 µM]	8.3%	-16.3%

nr	S2 tox	HT1080 IDH1KD tx	IL-1B inflam inh	ATXN2 expr inh
1	i	14.7%	14.7	1.9%
2	i	?	4.3	-15.8%
3	i	3.3%	21.3	9.0%
4	?	-8.1%	-15.9	0.9%
5	i	-3.4%	?	-3.8%
6	i	14.4%	1.6	-3.9%
7	i	-2.5%	-3.7	-0.1%
8	?	3.7%	-4.0	0.8%
9	i	12.2%	-7.9	43.6%[activator]
10	i	12.3%	-12.8	39.4%[activator]

The results go on.
nr	Molecule	HT1080-NT tox	MCF10A rereplic	SW480 rereplic	KB-3-1 tox	HepG2 viability
11	Nc1nonc1-c1nc2ccccc2n1CC(=O)N/N=C\c1ccc(-c2ccc(Cl)cc2)o1	0.8%	8.91µM*	?	?	-87.2%
12	NC1=NC(c2ccccc2Cl)n2c(nc3ccccc32)N1 (configuration not stated)	1.9%	-2.6%	-5.4%	-5.5%	-0.8%
13	O=c1c([N+](=O)[O-])cc(C(F)(F)F)cn1Cc1cccc(Cl)c1	7.8%	9.8%	-2.9%	-12.8%	-14.1%
14	O=C(CNC(=O)OCc1ccccc1)NC(Cc1cnc[nH]1)C(=O)O (configuration not stated)	4.7%	-4.1%	-5.1%	-3.9%	-6.4%
15	Nc1ccc(-c2nc3c(ccc4ccccc43)[nH]2)cc1	-1.0%	23.1µM*	0.9%	2.5%	-14.5%
16	CC(C)C(NC(=O)C(Cc1ccccc1)NC(=O)OCc1ccccc1)C(=O)O (configuration not stated)	-8.6%	11.7%	2.5%	?	-3.9%
17	COc1cccc(CCC(=O)O)c1OC	1.8%	-4.9%	-0.9%	19.5%	-2.3%
18	COc1ccc(NC(=O)Cn2nnc(C(=O)NCc3cccc(OC)c3)c2N)cc1	?	2.8%	-2.2%	-1.7%	-26.0%
19	COc1ccc(C(=O)Oc2ccc(=O)n(-c3ccccc3)n2)cc1	-0.4%	10.4%	-2.5%	-0.2%	-22.4%
20	O=c1oc2ccccc2n1Cn1c(=O)oc2ccccc21	5.3%	-3.1%	0.5%	9.8%	2.3%

nr	S2 tox	HT1080 IDH1KD tx	IL-1B inflam inh	ATXN2 expr inh
11	i	1.6%	?	?
12	i	8.2%	-23.4	3.7%
13	i	4.4%	22.5	5.3%
14	i	22.9%	0.0	-21.4%
15	i	4.8%	-27.0	·
16	i	1.7%	19.1	0.2%
17	i	-6.7%	7.4	0.8%
18	i	?	10.0	1.8%
19	?	0.4%	-2.4	-4.3%
20	i	11.9%	-10.2	-6.7%

Next section
nr	Molecule	HT1080-NT tox	MCF10A rereplic	SW480 rereplic	KB-3-1 tox	HepG2 viability
21	O=C(NCc1ccc(F)cc1)C1CCCN(c2cnccn2)C1 (configuration not stated)	5.9%	-2.5%	-1.4%	0.7%	4.1%
22	CCOCCCNC(=O)CSc1nc2nc(C)c(Cc3ccccc3)c(C)n2n1	0.2%	0.7%	-0.1%	-4.2%	15.6%
23	COc1cccc(N2C(=O)CC(NNc3nc4ccccc4s3)C2=O)c1 (configuration not stated)	7.6%	27.4%	-33.8%	4.4%	-48.6%
24	CCN(CC)S(=O)(=O)c1ccc(OC)c(-n2cnnn2)c1	0.5%	-1.8%	4.0%	-0.2%&9.5%	-4.7%&-1.0%
25	CC1(Br)C2CCCC1C2S(=O)(=O)c1ccccc1 (configuration not stated)	11.8%	-1.0%	-2.2%	10.6%	-14.5%
26	COc1cc(C(=S)NC2CCCCC2)ccc1O	12.0%	-1.5%	-12.9%	-5.8%	-0.8%
27	COc1ccccc1N1CCN(Cc2nc3ccccc3[nH]2)CC1	13.0%	-2.1%	-6.4%	10.6%	-10.5%
28	CC(=O)Nc1ccc(NC(=O)CCC(=O)OCC(=O)c2cccc([N+](=O)[O-])c2)cc1	9.5%	-6.9%	-14.3%	1.1%	1.2%
29	Cc1nonc1OCCNCCNc1ccccc1[N+](=O)[O-]	-3.9%	-0.9%	-100.7%[inhibitor]	-0.2%	-4.7%
30	O=C(Nc1ncc(Cc2ccc(Cl)cc2)s1)c1ccc2c(c1)CC(c1ccccc1)OC2=O (configuration not stated)	·	·	·	2.4%	4.6%

nr	S2 tox	HT1080 IDH1KD tx	IL-1B inflam inh	ATXN2 expr inh
21	i	6.4%	3.1	·
22	i	0.4%	53.0	3.3%
23	i	6.5%	19.9	11.5%
24	i	14.4%	23.9	-2.1%[11.3 µM]
25	?	6.9%	7.5	-1.6%
26	?	0.1%	5.6	2.6%
27	i	21.7%	25.1	-9.6%
28	i	14.3%	13.5	·
29	i	-3.5%	-11.4	·
30	i	·	·	0.4%

Other records follow.
nr	Molecule	HT1080-NT tox	MCF10A rereplic	SW480 rereplic	KB-3-1 tox	HepG2 viability
31	Cc1c2cnn(-c3ccccc3)c(=O)c2c(C)n1CCCC(=O)Nc1ccc(F)cc1F	·	·	·	4.3%	-17.4%
32	CC1CCN(C(=O)c2ccc3c(c2)NC(=O)CN3)CC1	10.7%	0.7%	-3.1%	19.4%	1.1%
33	Cc1ccc(-n2nc(C(=O)c3ccccc3)n3c(=O)cc(-c4ccccc4)nc23)cc1	0.5%	25.5%	-1.3%	-5.5%	5.1%
34	O=S(=O)(Nc1cccnc1)c1ccc(F)cc1	14.4%	2.0%	-0.4%	1.6%	-2.0%
35	O=C(CSc1nnc(NC(=O)CN2CCOCC2)s1)Nc1ccccc1	-0.8%	-0.8%	-0.4%	7.9%	1.7%
36	COc1ccc(N/C(N)=N/c2nc(C)c(Cc3ccccc3)c(=O)[nH]2)cc1	-3.8%	16.6%	5.4%	-6.9%	-25.5%
37	O=C(NCc1ccc(F)cc1)C1CCCN(c2ncnc3onc(-c4ccc(F)cc4)c23)C1 (configuration not stated)	·	·	·	-10.7%	-24.4%
38	COc1ccc(-c2cc(C(F)(F)F)nc(N3CCCCC3)n2)cc1OC	25.3%	?	9.1%	21.5%	-31.9%
39	O=C(NCC1CCCO1)C1CCN(C2CCN(C(=O)CC3CCCC3)CC2)CC1 (configuration not stated)	8.7%	-8.0%	-4.8%	?	-0.3%
40	Cc1cccc2cc3c(N)c(C#N)sc3nc12	18.7%	?	?	?	1.7%
41	Cc1ccc(S(=O)(=O)N(C)C)cc1NC(=O)C1CCCCN1S(=O)(=O)c1ccccc1 (configuration not stated)	1.9%	?	-5.2%	7.7%	-23.8%
42	COc1cccc(C(=O)NNC(=O)Cc2ccc([N+](=O)[O-])cc2)c1	17.3%	-1.5%	-7.5%	-5.9%	-0.6%
43	COC(=O)NC1CC2C=CC1C1C=CC21 (configuration not stated)	6.6%	·	·	?	-8.2%

nr	S2 tox	HT1080 IDH1KD tx	IL-1B inflam inh	ATXN2 expr inh
31	i	·	·	0.0%
32	?	5.3%	17.2	12.1%
33	i	11.8%	-12.5	-5.2%
34	i	8.2%	10.2	-0.3%
35	i	-4.3%	-2.2	-1.5%
36	i	-0.9%	7.2	-31.4%
37	i	·	·	-14.0%
38	i	12.1%	15.0	-6.3%
39	i	8.2%	-6.5	-19.7%
40	?	17.1%	-10.0	?
41	i	0.1%	-5.3	-3.6%
42	i	13.4%	5.6	1.6%
43	i	1.0%	0.7	·

Structural class, those above containing a CF3 group.
nr	Molecule	HT1080-NT tox	MCF10A rereplic	SW480 rereplic	KB-3-1 tox	HepG2 viability
4	OCCNc1nc(OCC(F)(F)F)nc(N2CCN(C34CC5CC(CC(C5)C3)C4)CC2)n1	-5.2%	-17.3%	-4.6%[9.22 µM]	3.0%	0.2%
13	O=c1c([N+](=O)[O-])cc(C(F)(F)F)cn1Cc1cccc(Cl)c1	7.8%	9.8%	-2.9%	-12.8%	-14.1%
38	COc1ccc(-c2cc(C(F)(F)F)nc(N3CCCCC3)n2)cc1OC	25.3%	?	9.1%	21.5%	-31.9%

nr	S2 tox	HT1080 IDH1KD tx	IL-1B inflam inh	ATXN2 expr inh
4	?	-8.1%	-15.9	0.9%
13	i	4.4%	22.5	5.3%
38	i	12.1%	15.0	-6.3%

Compound activity deposited in PubChem BioAssay by National Center for Advancing Translational Sciences (NCATS).
